Source: PubChem BioAssay
HEK293 tox: cytotoxicity in counter-screen for GLP-1R inverse agonists | Potency, µM (highest dose often 38.3 µM), without a hit: top-dose activity change, negative = inhibition, actives largely listed as inhibitors | actives 0.13% (n = 410,000) | HEK293 cAMP-luciferase reporter cells, luminescence, 24 h;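 note: loss of luciferase light is scored as toxicity; potency is the fitted concentration of half-maximal effect; % is set by controls: 0 for no effect and ±100 for the full control effect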
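Quantitative HTS format, 1536 wells, 200 cells/uL seeded. Compounds: 23 nL, 24 h, 37 °C. Detection: luciferase reagent, luminescence at 12 min RT; decreased signal taken as cytotoxic.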
PTHR1 ag: PTHR1 (human) receptor agonism. HEK293 GP2 PTHR1 cells, GloSensor cAMP luminescence, 1 h. Potency, µM (titrated, usually from 115 µM), for the others: at the highest dose activation, usual class: activators. actives 0.075% (n = 410,000); note: potency is the fitted concentration of half-maximal effect; nearly all actives have a fitted effect of over 55% in size; some results filed as inactive show a strong effect at the top dose; inactives centre near -15; many of its hits are not listed in these tables
Target sequence (Q03431 whole entry, looked up): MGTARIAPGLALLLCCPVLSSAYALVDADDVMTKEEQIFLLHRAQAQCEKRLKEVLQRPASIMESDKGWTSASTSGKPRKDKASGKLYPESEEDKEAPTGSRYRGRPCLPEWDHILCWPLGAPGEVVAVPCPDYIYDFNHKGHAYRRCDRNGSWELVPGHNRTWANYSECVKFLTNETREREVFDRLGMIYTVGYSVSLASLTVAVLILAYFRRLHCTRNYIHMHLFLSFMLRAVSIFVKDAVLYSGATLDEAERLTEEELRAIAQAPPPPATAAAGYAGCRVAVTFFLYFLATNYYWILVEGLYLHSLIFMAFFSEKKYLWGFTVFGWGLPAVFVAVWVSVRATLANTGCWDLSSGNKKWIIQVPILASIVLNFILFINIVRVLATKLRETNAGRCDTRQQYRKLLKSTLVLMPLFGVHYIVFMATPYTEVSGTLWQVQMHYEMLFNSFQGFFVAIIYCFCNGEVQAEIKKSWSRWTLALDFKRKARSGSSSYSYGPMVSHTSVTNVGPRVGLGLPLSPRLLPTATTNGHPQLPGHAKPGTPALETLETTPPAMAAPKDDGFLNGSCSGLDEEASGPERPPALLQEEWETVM
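HEK-293-derived GP2 cells expressing PTHR1 and a GloSensor cAMP reporter, 3,000/well, plated overnight, given luciferin plus IBMX (each 0.5 mM as added) for 1 h at 37 °C, then compound for 1 h at 37 °C. Luminescence was read after 15 min at room temperature.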
TDP-43 yeast inh: rescues yeast growth from TDP-43 toxicity | TDP-43 expressing yeast growth rescue, BacTiter-Glo, 24 h | actives 1.8% (n = 410,000) | Potency, µM (doses to about 46.1 µM), for the others: at the highest dose growth rescue (activation), hits mostly activators | AID 652104; note: potency is the fitted concentration of half-maximal effect; % of control where 0% means no effect; nearly all actives have a fitted effect of over 50% in size
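Readout is BacTiter-Glo luminescence of cell growth, so inhibitors register as activators. TDP-43-expressing yeast at OD600=0.02 in galactose medium, after raffinose pregrowth to mid-log, were incubated with compound for 24 hr at 30 deg C.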
aSyn yeast inh: alpha-synuclein toxicity inhibition in yeast; Yeast expressing alpha-synuclein, growth rescue, BacTiter-Glo, 24 h; Potency, µM (doses to about 46.1 µM), for the others: top-dose growth rescue (activation), most hits filed as activators; actives 0.14% (n = 370,000); note: potency is the fitted concentration of half-maximal effect; % of control where 0% means no effect; nearly all actives have a fitted effect of over 65% in size
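Rescue of yeast growth: cells expressing toxic alpha-synuclein, induced in galactose at OD600 0.02, incubated with compound 24 h at 30 C. ATP luminescence quantified growth; inhibitors of toxicity appear as activators.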
MmCpn inh: blocks the Methanococcus maripaludis chaperonin Mm-Cpn; purified Mm-Cpn ATPase, ADP Transcreener TR-FRET; Potency, µM (series often up to 76.9 µM), for inactives: at the top dose activity, negative = inhibition, actives largely listed as inhibitors; actives 0.031% (n = 330,000); AID 504842; note: potency is the fitted concentration of half-maximal effect; % is set by controls: 0 for no effect and ±100 for the full control effect; nearly all actives have a fitted effect of over 80% in size
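ATP (10 uM final) was added to archaeal chaperonin (25 nM final) after 10 min exposure to test compound at 37°C; after 30 min further incubation, ADP was detected by competitive TR-FRET.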
Abeta rescue: compounds reversing amyloid beta toxicity in yeast; yeast expressing A-beta42, growth rescue, OD600, 48 h; response scale: 0% DMSO, 100% iron-clioquinol control; Potency, µM (series often up to 46.1 µM), inactives show top-dose growth rescue, most hits filed as activators; actives 0.063% (n = 410,000); AID 1347071; note: potency is the fitted concentration of half-maximal effect; nearly all actives have a fitted effect of over 55% in size
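Growth rescue measured by 600 nm absorbance after 48 h yeast culture at 30 C with compound. Values normalized between DMSO and an equimolar ferric chloride plus clioquinol control.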
FUS yeast rescue: suppressors of FUS proteinopathy in yeast; S. cerevisiae FUS-expressing, growth rescue, OD600, 24 h; Potency, µM (titrated, usually from 76.6 µM), inactives show at the highest dose growth rescue (activation), actives largely listed as activators; actives 0.24% (n = 390,000); AID 1347120;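 note: potency is the fitted concentration of half-maximal effect; plate controls were DMSO vehicle for no effect and reference control for full effect; nearly all actives have a fitted effect of over 55% in size; some results filed as inactive show a strong effect at the top dose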
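Toxicity suppression screen in FUS-yeast. Cells induced with 2% galactose, starting OD 0.005, treated 24hr at 30C with compounds at multiple final concentrations; growth by OD600.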
pAkt inh: inhibitors of Akt phosphorylation | AID 651550 | Neuro2A IGF-stimulated pAkt S473 HTRF, 20 min; hits give low values | activity change, % for hits at 50 µM | actives 0.32% (n = 360,000); in the data active = activity change below about -80%; inconclusive = mostly about -51% to -80%; note: % is set by controls: 0 for no effect and ±100 for the full control effect
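Single-point screen (50 µM final compound) in Neuro2A cells stimulated 20 min with 6 nM IGF at 37 deg C. After lysis, Ser473-phosphorylated Akt read by HTRF (ex 330 nm, em 615/665 nm) as the 665/615 ratio.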
GLP-1R inv ag: GLP-1 receptor (human) inverse agonism | Potency, µM (series often up to 38.3 µM), for inactives: at the highest dose activity change, negative = inhibition, hits mostly inhibitors | HEK293 GLP-1R CRE-luciferase, luminescence, 24 h; GLP-1R form is constitutively active | actives 1.6% (n = 410,000) | P43220; note: potency is the fitted concentration of half-maximal effect; % is set by controls: 0 for no effect and ±100 for the full control effect; nearly all actives have a fitted effect of over 55% in size
Target sequence (P43220 whole entry, looked up): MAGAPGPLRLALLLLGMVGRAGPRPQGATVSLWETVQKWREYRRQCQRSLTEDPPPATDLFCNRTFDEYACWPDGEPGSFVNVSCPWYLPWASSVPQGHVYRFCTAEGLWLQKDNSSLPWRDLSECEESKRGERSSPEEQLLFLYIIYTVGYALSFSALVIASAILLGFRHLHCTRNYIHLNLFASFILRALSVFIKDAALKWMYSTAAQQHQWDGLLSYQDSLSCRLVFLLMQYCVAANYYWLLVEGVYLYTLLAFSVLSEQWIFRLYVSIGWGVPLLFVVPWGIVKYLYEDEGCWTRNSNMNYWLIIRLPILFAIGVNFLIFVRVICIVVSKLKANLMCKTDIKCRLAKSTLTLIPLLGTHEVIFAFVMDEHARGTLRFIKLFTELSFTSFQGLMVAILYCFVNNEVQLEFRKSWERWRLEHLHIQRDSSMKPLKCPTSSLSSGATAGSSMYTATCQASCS
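GLP-1R inverse agonism mode: basal reporter luminescence in engineered HEK293 cells measured after one day of compound exposure at 37 deg C, with a 12 min room-temperature detection step.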
* marks the source's active call; other numbers are inactive results; i = inactive; u = inconclusive; x = not tested or not shown; & = joins results of further samples; [ ] = another dose, or the depositor's remark. Unless noted, calls come from the whole dose curve; as a rule, active = well fitted curve in the direction sought with a large enough effect; inconclusive = small, poorly fitted or top-dose-only effect, or another doubt; inactive = no such curve, though single readings can be large; an effect the other way counts as inactive or inconclusive.

SMILES	HEK293 tox	PTHR1 ag	TDP-43 yeast inh	aSyn yeast inh	MmCpn inh	Abeta rescue	FUS yeast rescue	pAkt inh	GLP-1R inv ag
Cc1cc(C)c(S(=O)(=O)Nc2ncccc2C)c(C)c1	0%	-38%[inhibitor]	19%	8%	-2%	5%	-18%	i	4%
COc1ccc(-c2csc(NC(=O)c3cccs3)c2C(=O)O)cc1OC	3%[0.307 µM]	-6%	-34%[inhibitor]	1%	-2%	-9%	0%	i	0%[0.307 µM]
CC(C)C[C@@H]1O[C@H](CCc2ccccc2)Cc2[nH]c(=S)[nH]c(=O)c21	2%	-14%	15%	-6%	x	4%	8%	i	-9%
Cc1ccc(NC(=O)CN(C)C(=O)c2ccc(Cl)c([N+](=O)[O-])c2)cc1	13%	-7%	-15%	10%	3%	-51%[inhibitor]	-5%	i	3%
CCCCOc1ccc(/C=C/C(=O)OCC(=O)NC2CCS(=O)(=O)C2)cc1OCC (configuration not stated)	7%	-52%[inhibitor]	22%	-1%	-2%	4%	42%	i	-21%
Cc1c(C(=O)N(C)c2cccc(C(F)(F)F)c2)sc2nc3n(c(=O)c12)CCCCC3	2%	-38%[inhibitor]	u	x	x	-6%	24%	x	3%
O=C1CC(c2ccccc2C(F)(F)F)c2c(c3ccccc3[nH]c2=O)O1 (configuration not stated)	4%	-7%	-5%	x	x	-5%	6%	x	19%
CCOc1ccc(CCNC(=O)c2ccc3c(Cl)c4c(nc3c2)CCCC4)cc1	3%	-29%	29%	x	x	-1%	-29%	x	-2%
COc1ccccc1C(=O)Nc1ccccc1N1CCN(C(=O)c2ccc(Cl)cc2)CC1	-5%	-3%	u	1%	-9%	8%	u	i	u
CC1(C(=O)NS(=O)(=O)c2ccc3ccccc3c2)CCN1C(=O)Cc1ccc(-c2ccccc2)cc1 (configuration not stated)	5%	-7%	15%	-36%[inhibitor]	x	-9%	u	x	-24%
CC1Cc2ccccc2N1C(=O)COC(=O)Cc1ccc(F)cc1 (configuration not stated)	-9%	-7%	-5%	-4%	0%	21%	1%	i	2%
Cc1sc(NC(=O)CSc2nnc(C(C)C)n2C)c(C#N)c1C	1%	-4%[57.5 µM]	-17%	7%	-2%	-12%	6%	i	-20%
Cc1ccc(NC(=O)CNC(=O)N2CC(=O)Nc3ccccc32)cc1F	5%	u	7%	-2%	-3%	1%	6%	i	5%
COc1cccc(S(=O)(=O)NCc2ccc(C(=O)N3CCN(c4ccccc4)CC3)cc2)c1	8%	i	2%	12%	0%	16%	30%	i	u
O=C(Nc1nnc(S(=O)(=O)N2CCCC2)s1)c1ccccc1Cl	4%&8%	-14%&-21%	16%&11%	-3%	1%	-12%&-8%	-17%&-23%	i	u
COc1ccc(C(=O)NCC2CCCCC2)cc1S(=O)(=O)N1CCOCC1	-9%	-5%	-2%	2%	u	1%	-7%	i	u
CC1(C)CC(=O)C(C=NC2CC(C)(C)NC(C)(C)C2)=C(O)C1	2%	-5%	-16%	0%	-2%	-9%	7%	i	-1%
O=C(COC(=O)/C=C/c1ccco1)NCc1ccc2c(c1)OCO2	-9%	i	16µM*	-1%	0%	-10%	-1%	i	-7%
COCCN(C(=S)Nc1c(C)cccc1C)C(C)c1cccnc1 (configuration not stated)	0%	-32%[inhibitor]	13%	-4%	0%	5%	x	i	5%
COC(=O)COc1ccc2c(-c3cccc([N+](=O)[O-])c3)cc(=O)oc2c1	13%	i	23%	11%	-7%	21%	18%	i	-4%
COc1ccc(NCc2nnc(SCC(=O)NCc3ccco3)n2-c2ccccc2OC)cc1	-22%	i	3%	-1%	0%	5%	23%	i	u
CCC1=C(OC(=O)N(CC)CC)N2C(=O)OC(=NCCc3c[nH]c4ccccc34)[C@]2(Cc2ccccc2)[C@H]2C1=CC[C@H]1C(=O)N(CC)C(=O)[C@H]12	-15%	0%	17%	1%	-3%	-5%	u	i	u
NC(=O)c1cc(-c2csc(NCCc3ccccc3)n2)ccc1O	-5%	i	-31%[inhibitor]	0%	-26%	-8%	u	i	7%
COc1ccc(C(=O)Nc2cccc(/C=C(/CCC(=O)O)c3nc4ccccc4s3)c2)cc1	-8%	-10%	-7%	-21%	x	6%	31%	i	u
CCCOc1ccc(OCCn2nc(C(=O)O)c3ccccc3c2=O)cc1	13%	i	23%	4%	2%	-8%	-6%	i	7%
SMILES	HEK293 tox	PTHR1 ag	TDP-43 yeast inh	aSyn yeast inh	MmCpn inh	Abeta rescue	FUS yeast rescue	pAkt inh	GLP-1R inv ag
CNCc1nc2ccccc2[nH]1	0%	i	8%	-1%	-1%	5%	-2%	i	10%
CCOc1ccc(OCC)c(NC(=O)C2CCN(S(=O)(=O)c3cnc[nH]3)CC2)c1	0%	i	-12%	3%	0%	16%	18%	i	10%
O=C(Cc1cccs1)N/N=C/c1ccco1	5%	i	13%	0%	0%	11%	-12%	i	20%
O=C(CC1Sc2ccccc2NC1=O)OCc1cc(=O)oc2cc(O)ccc12 (configuration not stated)	433%[activator]	-42%[inhibitor]	17%	0%	-3%	11%	x	i	28%
Cc1ccnc2nc(C(=O)OCC(=O)NCCc3ccccc3)nn12	17%	i	7%	4%	2%	0%	x	i	15%
O=C(COc1ccc(Cl)cc1Cl)NC(=O)N1CCOCC1	3%	i	6%	0%	2%	u	6%	i	6%
COc1ccccc1Cn1c(=S)[nH]c2cc(C(=O)N3CCN(c4ccccc4OC)CC3)ccc2c1=O	4%	-14%	5%	1%	5%	-10%	-23%	x	-26%
COc1cc(NC(=O)CCNS(=O)(=O)c2ccc3c(c2)CCN3C(=O)C2CC2)cc(OC)c1	0%	i	22%	-3%	x	-9%	9%	x	14%
COC(=O)c1ccc(NC(=O)CSc2n[nH]c(CC(C)C)n2)cc1	15%	-7%	10%	x	x	-9%	-9%	x	-9%
Cc1ccc2c(c1)c1n[nH]c(=S)nc1n2CCc1ccccc1	13%	i	10%	-3%	2%	-3%	-5%	i	-6%
CCCc1ccc(-c2cc(C(=O)N/N=C/c3ccc([N+](=O)[O-])o3)c3ccccc3n2)cc1	-25%	-8%[57.5 µM]	u	-1%	0%	-9%	35%	i	u
COc1ccc([C@@H]2CC=C(C(=O)O)[C@H](c3ccc(C(C)(C)C)cc3)N2S(=O)(=O)c2ccc(C)cc2)cc1OC	-20%	-6%	35%	18%	1%	8%	u	i	u
COC(=O)CC(=O)O[C@H]1C=C[C@@H](NC(=O)OC(C)(C)C)C1	-2%	-31%[inhibitor]	13%	-1%	x	1%	-10%	i	16%
Cc1cccc(C)c1-n1nnnc1C(c1ccnc2ccccc12)N1CCN(CC(=O)NC(C)C)CC1 (configuration not stated)	1%	-6%	15%	-13%	x	0%	4%	i	1%
O=C(N/N=C\c1ccccc1OCc1ccccc1)c1ccco1	-12%	-24%	-30%[inhibitor]	-4%	1%	-9%	-11%	i	u
NC(N)=NN=C(c1ccc(F)cc1)c1ccc(C(F)(F)F)cc1	u	i	0%	2%	x	10%	x	i	1.1µM*
O=C1CC2(CCN1)CCN(Cc1ccccc1)CC2	-8%	i	21%	-10%	x	-6%	x	i	5%
O=C(Nc1cccc(O)c1)c1ccc(C(=O)c2ccccc2)o1	-17%	-27%	-4%[0.397 µM]	3%	0%	0%	-4%	i	-15%
CCN(CC)S(=O)(=O)c1nnc(NC(=O)COc2ccc(C)cc2)s1	1%	i	-10%	x	x	-10%	-15%	x	2%
O=C(NCCc1ccc(F)cc1)c1ccc(NS(=O)(=O)c2ccc3[nH]c(=O)[nH]c3c2)cc1	-2%	i	-7%	2%	-1%	-3%	-2%	i	11%
O=C1c2ccccc2NC(c2cccc(O)c2)N1NS(=O)(=O)c1ccccc1 (configuration not stated)	-7%	-21%	-25%[9.22 µM]	-6%	-1%	-18%	24%	i	-20%
CC(=O)N1CCN(c2ccc(NC(=O)c3cccc(Cl)c3)cc2)CC1	-8%	-4%	2%	1%	-6%	-11%	3%	i	15%
CC1(NC(=O)CCc2nc3sc4c(c3c(=O)[nH]2)CCCC4)CCS(=O)(=O)C1 (configuration not stated)	-1%	-14%	-3%	0%	-3%	-9%	23%	i	13%
CCOc1ccc(C(=O)Nc2ccccc2N2CCN(C(=O)c3ccccc3)CC2)cc1[N+](=O)[O-]	-29%	-21%	-1%	0%	0%	4%	x	i	-30%
CCOC(=O)N1CCC(NC(=O)Cn2ncc3c4ccccc4n(C)c3c2=O)CC1	1%	i	2%	-9%	1%	-10%	46%	i	3%
CN(Cc1cnccn1)C(=O)CC1C(=O)NCCN1Cc1cccc(Oc2ccccc2)c1 (configuration not stated)	0%	-4%	3%	4%	3%	3%	12%	i	-3%
Cc1cc(C(=O)COC(=O)c2ccc[nH]c2=O)c(C)n1-c1ccc(Br)cc1	6%	-75%[inhibitor]	-83%[inhibitor]	-22%	-3%	-67%[inhibitor]	x	i	2%
CCc1ccccc1NS(=O)(=O)c1cc(Br)cc2c1N(C(=O)C1CC1)CC2	-3%	-48%[inhibitor]	18%	x	x	-1%	-13%	x	u
CCOC(=O)Cc1csc(NS(=O)(=O)c2ccc(SC)cc2)n1	12%	i	1%	2%	2%	-1%	1%	i	13%
CCCCCCCN1CCC(=O)N([C@H](CO)CC(C)C)CC1	5%	2%	1%	-2%	-1%	3%	-24%	i	3%

Two compounds picked at random from those above, as already listed:
SMILES	HEK293 tox	PTHR1 ag	TDP-43 yeast inh	aSyn yeast inh	MmCpn inh	Abeta rescue	FUS yeast rescue	pAkt inh	GLP-1R inv ag
CNCc1nc2ccccc2[nH]1	0%	i	8%	-1%	-1%	5%	-2%	i	10%
COC(=O)c1ccc(NC(=O)CSc2n[nH]c(CC(C)C)n2)cc1	15%	-7%	10%	x	x	-9%	-9%	x	-9%

A portion of the library; count on the stated rates, not on these rows.
